PhoP GFP inhibition: PhoP regulon inhibitors, Salmonella typhi PhoP promoter GFP reporter, confirmatory (AID 1850) | inhibition, % at 50 µM; hits with a dose series show IC50 in µM | Salmonella Typhi PhoP-promoter GFP reporter, fluorescence, 4 h; higher % means a stronger effect | 0.33% of 310,000 active; in the data active = a potency from the dose series; inconclusive = inhibition mostly from about 25% at the one dose, without a potency; inactive = the rest, 99 in 100 with inhibition below about 19%;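 note: 0% = induced wells with vehicle and 100% = uninduced wells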
H1N1 NS1A inhibition: H1N1 influenza NS1A inhibitors, functional cell based assay (AID 504329); NS1A functional cell-based assay, percent inhibition; higher % means a stronger effect; inhibition, % at 12.5 µM; hits with a dose series show IC50 in µM; 0.3% of 340,000 active; in the data active = a potency from the dose series; inconclusive = inhibition above about 27% without an active follow-up result; note: strong numbers were not always called active
M. tuberculosis: growth inhibition of non-replicating M. tuberculosis (AID 488890) | 0.39% of 320,000 active | Mycobacterium tuberculosis non-replicating, growth inhibition; higher % means a stronger effect | inhibition, % at 25 µM; hits with a dose series show IC50 in µM; in the data active = a potency from the dose series; inconclusive = inhibition mostly from about 82% at the one dose, without a potency; inactive = the rest, 99 in 100 with inhibition below about 76%;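 note: plate controls were DMSO cells for no effect and high antibiotic wells for full effect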
H37Rv inhibition: M. tuberculosis growth inhibition, HTS (AID 449762) | M. tuberculosis H37Rv growth inhibition, 7H9 media; higher % means a stronger effect | inhibition, % at 25 µM; hits with a dose series show IC50 in µM | 0.59% of 330,000 active; in the data active = a potency from the dose series; inconclusive = inhibition above about 70% without an active follow-up result;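 note: bacterial growth assessed after seven days of incubation; strong numbers were not always called active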
VEEV TC-83 Vero: inhibitors of VEEV TC-83 cytopathic effect, confirmation, Vero cells (AID 588727); Vero cells, VEEV TC-83 cytopathic effect inhibition; higher % means a stronger effect; inhibition, % at 20 µM; hits with a dose series show IC50 in µM; 0.13% of 350,000 active; in the data active = a potency from the dose series; inconclusive = inhibition mostly from about 14% at the one dose, without a potency; inactive = the rest, 99 in 100 with inhibition below about 12%; note: strong numbers were not always called active
Numbers without * were called inactive; i = inactive; u = inconclusive; x = no result given.

entry	Structure	PhoP GFP inhibition	H1N1 NS1A inhibition	M. tuberculosis
1	COc1ccccc1/C=C/c1nc(S(=O)(=O)c2ccccc2)c(N2CCC(C(N)=O)CC2)o1	11.6%	-20.5%	11.1%
2	O=C1CN(C(=O)COC(=O)CCC(=O)c2ccc(Cl)cc2)c2ccccc2N1	x	-19.3%	16.1%
3	O=C(CSc1nnc(-c2ccccc2)n1-c1ccccc1)NCc1ccco1	-2.0%	-7.2%	-0.6%
4	CC(C)Cn1c(N)c(C(=O)COC(=O)CCNS(=O)(=O)c2ccccc2)c(=O)n(C)c1=O	2.7%	-3.7%	-3.5%
5	CCOC(=O)C1CCN(C(=O)COC(=O)CCOc2ccc(C)cc2)CC1	-5.5%	0.3%	59.9%
6	Brc1ccc2nc(CSc3ncn[nH]3)cn2c1	-13.4%	-5.4%	4.6%
7	COc1ccccc1OCC(=O)NCCSCc1ccccc1Cl	-1.1%	-1.9%	58.5%
8	Cc1cccc(C(=O)NCCC(=O)Nc2ccc(F)c([N+](=O)[O-])c2)c1	29.0%	-7.2%	15.8%

entry	H37Rv inhibition	VEEV TC-83 Vero
1	3.9%	9.9%
2	3.6%	1.0%
3	-0.3%	1.6%
4	0.1%	1.6%
5	3.4%	0.7%
6	3.5%	1.0%
7	-2.2%	1.7%
8	5.7%	i

Following part
entry	Structure	PhoP GFP inhibition	H1N1 NS1A inhibition	M. tuberculosis
9	COc1ccc(NC(=O)c2ccc3c(c2)NC(=O)CS3)cc1S(=O)(=O)Nc1ccc(Br)cc1	-1.1%	-7.5%	61.0%
10	COc1ccc(NC(=S)N(CCN2CCOCC2)C2CCN(C(C)=O)CC2)cc1Cl	8.7%	10.4%	-2.8%
11	O=C(c1cccc(F)c1)N1CCN(Cc2ccc3c(c2)OCO3)CC1	0.6%	-9.4%	-19.3%
12	O=C(COC(=O)/C=C/c1ccco1)NC1CCCCC1	x	-1.9%	25.7%
13	COc1ccc(C(CNC(=O)C(C)(C)Oc2ccc(Cl)cc2)N2CCCCC2)cc1 (stereo not given)	-2.5%	17.7%	3.2%
14	Nc1cc(C(=O)O)ccc1N1CCCCCC1	18.6%	6.7%	-5.6%
15	Cc1c(C(=O)NCCc2ccccc2)oc2ccc(S(=O)(=O)N3CCOCC3)cc12	-2.7%	10.4%	37.2%
16	NC(=O)CCN(Cc1ccccc1)S(=O)(=O)c1ccccc1	-7.7%	-3.0%	-2.5%

entry	H37Rv inhibition	VEEV TC-83 Vero
9	u	5.4%
10	-4.9%	0.6%
11	4.5%	0.5%
12	4.8%	1.8%
13	-12.8%	1.5%
14	-9.8%	0.7%
15	4.8%	6.7%
16	-1.4%	i

Remaining list, next part.
entry	Structure	PhoP GFP inhibition	H1N1 NS1A inhibition	M. tuberculosis
17	CCCCn1c(N)c(N(C)C(=O)C2CC(=O)N(Cc3ccco3)C2)c(=O)[nH]c1=O (stereo not given)	x	6.7%	-2.9%
18	Cc1cc(Cl)ccc1C(=O)C1CCCN(C(=O)c2cc(C(C)C)no2)C1 (stereo not given)	1.8%	-4.5%	45.6%
19	CN(C)c1ccc(/C=C(\Cl)c2nc3ccccc3s2)cc1	-12.9%	0.1%	28.0%
20	O=C1COc2ccc(C(=O)COC(=O)c3ccc([N+](=O)[O-])cc3Cl)cc2N1	x	3.5%	x
21	Cc1cc2nc(CCN3CCOCC3)n(S(=O)(=O)c3ccc(C(C)(C)C)cc3)c2cc1C	-4.8%	3.6%	-6.3%
22	Cc1ccc(CNS(=O)(=O)N(C)C)cc1	3.8%	7.1%	-2.2%
23	CN(N=Nc1ccc([N+](=O)[O-])cc1)c1ccccc1	-14.5%	8.7%	u
24	COc1ccc(OC)c(C2C(C#N)=C(N)Oc3cc(N)ccc32)c1 (stereo not given)	-7.8%	6.6%	10.2%

entry	H37Rv inhibition	VEEV TC-83 Vero
17	3.4%	0.5%
18	1.6%	i
19	-3.8%	i
20	x	2.3%
21	-9.3%	i
22	8.1%	1.4%
23	39.4%	i
24	-13.1%	2.3%

New compounds follow.
entry	Structure	PhoP GFP inhibition	H1N1 NS1A inhibition	M. tuberculosis
25	CCn1c(=O)c(C(=O)NCc2ccccc2)c(O)c2ccccc21	-6.0%	-2.9%	6.8%
26	CCOc1ccc(N2CC(C(=O)NCCc3ccccc3)CC2=O)cc1 (stereo not given)	-7.3%	23.3%	-13.0%
27	N/C(CN1CCSCC1)=N\OCc1c(F)cccc1Cl	-4.1%	-1.5%	-15.5%
28	O=C(OCc1nc2scc(-c3ccccc3)c2c(=O)[nH]1)c1ccco1	9.3%	-3.1%	10.1%
29	Cc1ccc2c(c1)nnn2C1CCN(CC(=O)N(c2ccccc2)c2ccccc2)CC1	14.5%	-0.4%	-19.1%
30	O=C1NC(=Nc2ccccc2)S/C1=C/c1cccs1	-6.0%	5.3%	-1.7%
31	CCOC(=O)c1c(NC(=O)c2cc(-c3ccc(O)cc3)on2)sc(C(C)=O)c1C	x	31.9%	x
32	CCOc1ccccc1C=NNC(=O)c1cccc2ccccc12	x	-22.3%	x

entry	H37Rv inhibition	VEEV TC-83 Vero
25	-0.9%	3.0%
26	-0.1%	1.5%
27	-5.4%	1.6%
28	6.4%	11.9%
29	3.2%	3.9%
30	6.0%	1.5%
31	5.1%	2.2%
32	x	0.8%

Other results:
entry	Structure	PhoP GFP inhibition	H1N1 NS1A inhibition	M. tuberculosis
33	COc1ccccc1N1CCN(/N=C/c2ccc(C(=O)O)cc2)CC1	3.4%	-1.2%	-3.6%
34	Cc1nc(N2CCN(c3ccccc3)CC2)[nH]c(=O)c1Cc1ccccc1	14.4%	1.0%	11.0%
35	Cc1cccc(CC(=O)Nc2cc(C)c3c(=O)oc4ccccc4c3n2)c1	-5.5%	7.1%	-3.0%
36	O=C(O)/C=C/c1cn(Cc2ccccc2Cl)nc1-c1ccccc1	-5.5%	-5.7%	7.1%
37	CCO/C=C1/C(=O)N(C)C(=O)c2cc(OC)ccc21	-2.3%	0.6%	3.5%
38	O=C(Nc1c(F)cc(F)cc1Br)c1cc(-c2ccc(O)cc2)on1	x	2.0%	79.2%
39	Cc1cc(-c2ccccc2)oc(=O)c1NC(=O)c1ccccc1	10.3%	0.2%	-1.7%
40	CN=c1scc(-c2cccs2)n1/N=C/c1ccccc1O	-7.9%	2.5%	70.0%

entry	H37Rv inhibition	VEEV TC-83 Vero
33	-5.0%	1.7%
34	4.0%	0.7%
35	0.5%	0.0%
36	9.2%	0.1%
37	-5.6%	1.4%
38	u	9.3%
39	0.3%	2.2%
40	-8.0%	5.3%

The list goes on:
entry	Structure	PhoP GFP inhibition	H1N1 NS1A inhibition	M. tuberculosis
41	COC(=O)C1=C(c2c(C)noc2C)C[C@@H]2CC[C@H]1N2C(=O)N1CCCCC1	x	-21.8%	6.4%
42	CC(C)(C)C1=Nn2c(nnc2C2CCCCC2)SC1	-1.2%	28.5%	48.0%
43	O=C(CC1C(=O)NCCN1Cc1cccc(Oc2ccccc2)c1)NCCc1ccccn1 (stereo not given)	1.5%	8.7%	10.9%
44	COc1ccc(OC)c(C(=O)N2CCC(C(=O)c3ccc(F)cc3)CC2)c1	-16.5%	1.7%	30.7%
45	Clc1ccc2c(c1)C(N1CCNCC1)Cc1ccccc1S2 (stereo not given)	35.5µM*	13.7%	i
46	Cc1cc(=O)oc(C)c1C(=O)OC(C(=O)c1ccccc1)c1ccccc1 (stereo not given)	-5.1%	-0.6%	12.4%
47	CCOc1ccc(C(=O)N2CCc3ccccc32)cc1	-4.6%	-8.4%	47.7%
48	CCOC(=O)CCCCCC(=O)Nc1ccc2c(c1)C(=O)N([C@H](C)CO)C[C@H](C)[C@@H](CN(C)C(=O)Nc1ccc(OC)cc1)O2	x	-0.8%	12.7%

entry	H37Rv inhibition	VEEV TC-83 Vero
41	-12.3%	0.8%
42	-1.5%	1.0%
43	0.4%	0.5%
44	-5.6%	6.4%
45	3.6%	i
46	4.8%	10.7%
47	7.7%	i
48	-0.6%	i

Later entries:
entry	Structure	PhoP GFP inhibition	H1N1 NS1A inhibition	M. tuberculosis
49	COC(=O)c1c(C)[nH]c(C(=O)COc2ccc3ccc(=O)oc3c2)c1C	x	-4.3%	-15.1%
50	C[C@@H](CN1CCC[C@H]1CN1C(N)=NC[C@@H]1Cc1ccccc1)N1C[C@@H](Cc2ccccc2)N(CCCC2CCCC2)C1=N	x	2.3%	u
51	O=C(c1sc2ccccc2c1Cl)N(Cc1ccco1)C1CCS(=O)(=O)C1 (stereo not given)	-9.6%	10.0%	-1.9%
52	N#CC(C(=O)NCCc1ccccc1)c1nc2ccccc2nc1N1CCOCC1 (stereo not given)	-21.8%	-1.0%	-3.6%
53	CC(=O)N1CCC(C(=O)NC2CC(C)(C)Cc3c2cnn3-c2ccc(F)cc2)CC1 (stereo not given)	-3.5%	23.1%	-5.3%
54	Cc1c(C(=O)N(Cc2ccccc2)C(C)C)cnn1-c1ccccc1	11.1%	-18.0%	-3.6%
55	NC(N)=NS(=O)(=O)c1ccc(N=C2C(=O)Nc3ccccc32)cc1	-2.7%	-23.2%	31.9%
56	O=P(Oc1ccccc1)(Oc1ccccc1)N1CCN(c2ccc(F)cc2)CC1	-15.6%	-13.6%	23.2%

entry	H37Rv inhibition	VEEV TC-83 Vero
49	-5.2%	8.6%
50	u	i
51	-5.7%	i
52	4.2%	5.1%
53	6.5%	1.5%
54	-6.0%	0.2%
55	6.5%	0.1%
56	2.6%	2.3%

Following part:
entry	Structure	PhoP GFP inhibition	H1N1 NS1A inhibition	M. tuberculosis
57	NNc1nc2c(F)cccc2s1	-19.5%	6.6%	6.9%
58	O=C(O)c1cccc2c1C(=O)c1ccc(Cl)cc1S2(=O)=O	x	-3.7%	-7.8%
59	Cc1ccc(OCc2nnc(NC(=O)c3cccnc3)s2)cc1	24.0%	18.9%	21.7%
60	O=C(COC(=O)C1CC(O)CN1S(=O)(=O)c1ccc(Cl)cc1)c1cccc(Cl)c1 (stereo not given)	-9.4%	-6.0%	2.2%
61	O=C(Nc1ccc(Br)cc1)C1CC(c2c(F)cccc2Cl)=NO1 (stereo not given)	-3.8%	-6.8%	24.8%
62	O=C(CCCc1ccccc1)Nc1ccccc1C(F)(F)F	-4.3%	-10.6%	9.9%
63	Cc1ccc2oc(=O)c3cnn(CC(=O)NC4CCN(Cc5ccccc5)CC4)c3c2c1	3.9%	3.2%	-3.6%
64	COCCn1nnnc1SCC(=O)NCc1ccc2c(c1)OCO2	-0.7%	2.5%	-5.2%

entry	H37Rv inhibition	VEEV TC-83 Vero
57	u	1.3%
58	-12.0%	1.6%
59	4.8%	2.5%
60	6.0%	0.1%
61	u	i
62	-2.8%	0.1%
63	-10.9%	1.7%
64	-2.3%	1.9%

Continued.
entry	Structure	PhoP GFP inhibition	H1N1 NS1A inhibition	M. tuberculosis
65	CCCCCCN=Cc1c(O)n(C)c(=O)n(C)c1=O	-6.4%	8.2%	10.1%
66	CCCC(=O)C1C(=O)CC(CC(C)SCC)CC1=O (stereo not given)	-12.0%	-5.6%	41.7%
67	Cc1cccc(C(=O)c2cn[nH]c2-c2ccc(C)cc2O)c1	-1.2%	-4.0%	6.1%
68	COc1ccc(OC)c(C(C(=O)NC2CCCCC2)N(Cc2ccco2)C(=O)c2ccccn2)c1 (stereo not given)	5.9%	4.2%	2.4%
69	CCOc1ccc2c(c1)C(C)=CC(C)(C)N2C(=O)Nc1ccccc1	-4.3%	16.2%	35.5%
70	Cc1ccc(-n2ccnc(SCC(=O)NCCc3ccccc3)c2=O)cc1F	6.0%	-0.1%	58.9%
71	CCOc1ccc(-n2cc(C(=O)Nc3ccc(Cl)cn3)c3cc(OC)c(OC)cc3c2=O)cc1	x	5.5%	x

entry	H37Rv inhibition	VEEV TC-83 Vero
65	2.4%	i
66	11.5%	0.4%
67	2.1%	0.1%
68	-6.3%	1.6%
69	1.0%	10.1%
70	-5.3%	8.9%
71	x	0.4%

Screening data as filed in PubChem BioAssay.
